Screens (PubChem)
TAG inh = triacylglycerol accumulation inhibition; H9c2 cells, Nile Red lipid (TAG) fluorescence; cells loaded with 200 µM oleic acid; inhibition, % at 12.5 µM; actives 0.66% (n = 230,000); AID 651582;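 active = pattern-corrected inhibition of lipid staining of at least 50% with the nuclear-stain viability signal not falling by more than 50%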;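 also: 0% = DMSO wells and 100% = triacsin C control wells; some results filed as inactive read as strong as hits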
TAG inh DAPI viability = also measured in TAG inh; calls as there; DAPI nuclei signal change (viability), lower = more cytotoxic, %;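 whole-well DAPI fluorescence read on a plate reader as a viability signal; minus 50 percent equals half of cells still viable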
Starred values were filed as active, the others as inactive. Not all compounds are listed (hit frequency here may not be typical).

Start of the listing, in advance (six entries):
Every second line gives: TAG inh DAPI viability	TAG inh
CC(C)C1C(=O)N(Cc2cn(Cc3ccco3)nn2)CCS(=O)(=O)N1Cc1ccc(-c2ccc(F)cc2)cc1 (configuration not stated)
 : -3	5
CCN1CCN(c2ccc(S(=O)(=O)N3CCOCC3)cc2NC(=O)C(C)Oc2cccc(Cl)c2)CC1 (configuration not stated)
 : 3	10
COc1cc(CN2C[C@@H](CO)O[C@@H](n3cnc4c(Nc5ccccc5)ncnc43)C2)cc(OC)c1OC
 : -6	23
CN(C(=O)COC(=O)c1cc(Br)c(Br)s1)C1CCS(=O)(=O)C1 (configuration not stated)
 : -8	13
CN(Cc1ccccn1)Cc1nc(Cc2ccccc2Cl)no1
 : -1	3
CCOCc1c(C(=O)NC2CCCCCC2)oc2ccccc12
 : -3	3

Results, previewed entries included:
Every second line gives: TAG inh DAPI viability	TAG inh
CC(C)C1C(=O)N(Cc2cn(Cc3ccco3)nn2)CCS(=O)(=O)N1Cc1ccc(-c2ccc(F)cc2)cc1 (configuration not stated)
 : -3	5
CCN1CCN(c2ccc(S(=O)(=O)N3CCOCC3)cc2NC(=O)C(C)Oc2cccc(Cl)c2)CC1 (configuration not stated)
 : 3	10
COc1cc(CN2C[C@@H](CO)O[C@@H](n3cnc4c(Nc5ccccc5)ncnc43)C2)cc(OC)c1OC
 : -6	23
CN(C(=O)COC(=O)c1cc(Br)c(Br)s1)C1CCS(=O)(=O)C1 (configuration not stated)
 : -8	13
CN(Cc1ccccn1)Cc1nc(Cc2ccccc2Cl)no1
 : -1	3
CCOCc1c(C(=O)NC2CCCCCC2)oc2ccccc12
 : -3	3
CCOC(=O)CC1C(=O)NCCN1C(=S)NC(=O)c1ccc(C)c(Br)c1 (configuration not stated)
 : 3	-9
Cc1cc2c(NS(=O)(=O)c3ccc(F)cc3)cccc2nn1
 : -3	5
COc1ccc(S(=O)(=O)N(C)C)cc1NC(=O)c1ccc2c(c1)OCCO2
 : 10	-4
C=CCN(Cc1cn(C)nc1-c1cccc(Cl)c1)C1CCS(=O)(=O)C1 (configuration not stated)
 : -7	-2
COc1ccc(CC(=O)Nc2ccc(N(C)C)c3ccccc23)cc1
 : 8	14
Cc1ccc(NC(=O)c2ncn(CCCNCC3CCCCC3)n2)cc1C
 : 1	18
Cc1ccc(S(=O)(=O)N/N=C\c2ccc3c(c2)OCO3)cc1C
 : -6	11
Cc1ccsc1C(=O)OCC(=O)Nc1cccc(S(=O)(=O)NC2=NCCCCC2)c1
 : 5	-2
N#Cc1c(N)n(C2CCCCC2)c2nc3ccccc3nc12
 : 78	9
Cc1ccnc(N2CCN(C(=O)CSc3nc4ccccc4nc3N3CCCCC3)CC2)c1
 : -1	23
Cc1c(NC(=O)c2ccc(NC(=O)C3CC3)cc2)cccc1C(=O)O
 : 1	2
O=C(NCCN1CCOCC1)Nc1ccc(Cl)cc1
 : 0	-5
COc1ccc(CCNC(=O)/C(C#N)=C2\N=C(NC(=O)c3ccco3)c3ccccc32)cc1
 : 6	-4
O=c1c2c(nc3nc(NCc4cccc5ccccc45)[nH]n13)CCC2
 : -13	6
O=C(c1cccs1)N1CCCC(N2CCN(c3cccc(C(F)(F)F)c3)CC2)C1 (configuration not stated)
 : 11	-10
COc1ccc(Cl)cc1C(=O)NNC(=O)COC(=O)CCN=C1NS(=O)(=O)c2ccccc21
 : 7	-5
C/C(=N\NC(=O)C1CC1c1ccccc1)c1ccc(C)s1 (configuration not stated)
 : 3	-10
CC(C)CC(COCc1cccc(C(F)(F)F)c1)N1CCN(C(=O)c2cccc(C(F)(F)F)c2)CCC1=O (configuration not stated)
 : -11	-26
CC(CCc1ccccc1)NC(=O)c1cccnc1 (configuration not stated)
 : 18	3
Cn1cc(CC(=O)NCCCN2CCCC2)c2ccccc21
 : 11	-2
COc1ccc(CCN2CC(C(=O)N(C)CC(=O)Nc3ccc(F)c(F)c3F)CC2=O)cc1OC (configuration not stated)
 : -2	1
N#Cc1c(/N=C/N2CCOCC2)sc2c1CCCCC2
 : 2	12
CC(=O)Nc1ccc(-c2csc(NNC(=O)c3ccccc3)n2)cc1
 : -7	10
COc1ccccc1-c1nc(C#N)c(N2CCN(C(=O)c3ccco3)CC2)o1
 : 2	5

Next part:
Every second line gives: TAG inh DAPI viability	TAG inh
Cc1nc2ccc(NC(=O)c3ccc([N+](=O)[O-])cc3[N+](=O)[O-])cc2s1
 : -2	2
COc1ccc(C=NCCc2ccc(OC)c(OC)c2)cc1OC
 : 17	2
O=C(CCCOc1ccccc1)OCn1nnc2ccccc2c1=O
 : 0	-9
CN(C(=O)c1cccc(NC(=O)Cc2ccc([N+](=O)[O-])cc2)c1)C1CC1
 : -1	-8
CCCCN(CCCC)Cc1cc2ccccc2c2c1COC2
 : 14	-14
CC(=O)Nc1ccc2[nH]c(C)cc(=O)c2c1
 : 5	-4
COc1ccc(C(C)(NC(C)=O)c2nc(-c3ccc(F)cc3OC)cs2)cc1 (configuration not stated)
 : -17	11
O=C(C1CCC(CNc2nc(=S)[nH]c3ccccc23)CC1)N1CCN(c2ccc(F)cc2)CC1 (configuration not stated)
 : 1	-53
Cc1noc(C)c1COc1ccc(C(=O)OCC(=O)Nc2ccc3c(c2)OCO3)cc1
 : -1	-5
O=C(NCc1cccnc1)c1cc(C2CCCCN2C(=O)c2ccc3c(c2)CCO3)on1 (configuration not stated)
 : 9	-1
COc1cc(S(=O)(=O)Nc2ccccc2C(=O)N2CCCCC2)ccc1NC(C)=O
 : -7	1
CCC1(C)Nc2ccccc2C(=O)N1O (configuration not stated)
 : 10	-10
CCC[C@@H](CN[C@@H](CNC)C(C)C)NCCCCc1ccccc1
 : -24	33
COc1cc(NC(=O)Nc2nnc([C@H]3C[C@H](O)[C@@H](CO)O3)s2)cc(OC)c1
 : 1	8
Cc1cnc(NC(=O)CC2OC(=O)c3ccccc32)s1 (configuration not stated)
 : -4	3
CCN(CC(=O)Nc1ccc(OC)cc1)C(=O)CSCc1ccc(C)cc1
 : 2	6
CCN(CC)C(=O)c1sc2nc(-c3ccncc3)[nH]c(=O)c2c1C
 : -2	-7
CC(=O)Oc1cccc(C(=O)Nc2cccc(C(=O)Nc3ccccc3C(=O)O)c2)c1
 : -2	4
C=CCn1c(SC/C=C/c2ccccc2)nnc1-c1sc(N)nc1C
 : -5	-1
Cc1cc(N2CCCCC2)nc2ccc(NC(=O)CCC(=O)NCCC(C)C)cc12
 : 10	9
CC1=C(C(=O)Nc2ccccc2C(F)(F)F)C(c2ccc(C)s2)NC(=S)N1 (configuration not stated)
 : 5	-3
Cc1cc(-c2nc3cc(F)ccc3s2)ccc1N
 : 91	5
CCOC(=O)c1c(NC(=O)C2C3CCC(O3)C2C(=O)O)sc(C)c1-c1ccc(C)cc1 (configuration not stated)
 : 8	2
CCc1nc2c(OCC(=O)c3ccc(F)cc3)cccn2c1N(C)C(=O)c1cccs1
 : -17	6
COc1ccc(-c2cc([C@H]3[C@H]4C=CC[C@@H](C)[C@@H]4C(=O)N3Cc3ccccc3)ccc2F)cc1OC
 : -3	-12
O=C(COc1ccccc1)N(CCc1ccccc1)c1nc(-c2ccc(F)cc2)cs1
 : 2	-48
COc1ccc(NC(=S)NC(=O)C2CCC2)cc1
 : -1	20
CN1CCN(NC(=O)c2cn(-c3ccccc3)nc2-c2ccc(OC(F)F)cc2)CC1
 : -4	-29
CC1=C(C(=O)OCC2CCCO2)C(c2ccc(Cl)cc2)NC(=O)N1 (configuration not stated)
 : 2	11
COC(=O)c1c(-c2ccccc2)csc1NC(=O)CSc1ncnc2sc(C)c(C)c12
 : 6	-16

A draw from above in order of molar mass, ascending:
Every second line gives: TAG inh DAPI viability	TAG inh
CC1=C(C(=O)OCC2CCCO2)C(c2ccc(Cl)cc2)NC(=O)N1 (configuration not stated)
 : 2	11
COc1ccc(C(C)(NC(C)=O)c2nc(-c3ccc(F)cc3OC)cs2)cc1 (configuration not stated)
 : -17	11
CN1CCN(NC(=O)c2cn(-c3ccccc3)nc2-c2ccc(OC(F)F)cc2)CC1
 : -4	-29

More structures:
Every second line gives: TAG inh DAPI viability	TAG inh
CS(=O)(=O)N(CC(=O)Nc1ccc(F)cc1F)C1CCCCC1
 : 7	-2
C=C1CCN([C@@H](Cc2ccccc2)C(=O)Nc2ccc(OC)cc2)S(=O)(=O)c2ccccc21
 : 2	32
COc1cc(-c2nc(CN3CCCN(C(=O)c4ccco4)CC3)c(C)o2)ccc1F
 : 3	-13
O=C(NCCSc1c(-c2ccccc2)[nH]c2ccccc12)c1cc2ccccc2oc1=O
 : -12	4
CCOc1ccc(C)cc1S(=O)(=O)n1ccnc1
 : -7	3
COc1ccc(/C=C2\CCCC3C2=NC(=S)NC3c2ccc(OC)cc2)cc1 (configuration not stated)
 : -5	1
Cc1cn([C@H]2C[C@H](O)[C@@H](CCC(=O)NCCCn3ccnc3)O2)c(=O)[nH]c1=O
 : 0	-5
CC1CCC(NC(=O)N(CCCl)N=O)CC1 (configuration not stated)
 : 9	-2
Cc1ccc(N2CCN(C(=O)c3ccccc3NC(=O)C3CC=CCC3C(=O)O)CC2)cc1 (configuration not stated)
 : -3	-2
CS(=O)(=O)c1ccc(Cl)c(NC(=O)COC(=O)c2ncc(Cl)c(Cl)c2Cl)c1
 : 3	-8
Cc1c(O)ccc2c3c(c(=O)oc12)CCC(C)C3 (configuration not stated)
 : 12	-16
C=CCN(C(=O)CCC(=O)O)C1CC(=O)N(c2ccc(OCCC)cc2)C1=O (configuration not stated)
 : 9	4
Cn1c(=O)[nH]c(=O)c2c1nc(Br)n2Cc1ccccc1Cl
 : -3	-6
c1ccc(C(Nc2cccnc2)c2ccccc2)cc1
 : -1	10
CC1=NN(c2cccc(F)c2)C(=O)/C1=C/c1ccc(N(C)C)cc1
 : -3	5
Cc1ccc(S(=O)(=O)NCc2ccccc2)cc1C(=O)NCC1CCCO1 (configuration not stated)
 : -2	5
O=C(/C=C/Nc1ccccc1Oc1ccccc1)c1ccco1
 : 5	1
O=C(CCCn1c(=O)oc2ccccc21)NNC(=O)COc1ccc(F)cc1
 : -12	-7
COCCCn1cnc2c(c1=O)c1nc3ccccc3nc1n2-c1ccc(C)cc1
 : 0	28
COc1cc2c(cc1OC)C(COc1ccccc1OC)N(C(=O)c1ccco1)CC2 (configuration not stated)
 : -9	17
COC(=O)CSc1nc(N)c(C#N)c(-c2ccc(O)cc2)c1C#N
 : 8	-7
COc1ccc(N2CCN(S(=O)(=O)CCNC(=O)C3CC3)CC2)cc1
 : -4	33
COc1ccc(CCC(=O)NNC(=S)Nc2cccc(C(C)=O)c2)cc1
 : -3	-6
CC1(C(=O)NS(=O)(=O)C2CC2)CCN(C(=O)CSc2ccccc2)C1 (configuration not stated)
 : -3	14
COc1ccc(C(=O)O)cc1NCc1cccnc1
 : -3	0
S=C(Nc1cccc(Cl)c1)NC1CC2CCCC(C1)N2C1CCCC1 (configuration not stated)
 : 17	6
CCOC(=O)c1c(NC(=O)CSc2nnc(C)c(=O)[nH]2)sc2c1CCCC2
 : 18	-23
O=C(c1cnn(-c2ccccc2)c1)c1ccccc1O
 : -16	-1
CC[N+]1(C)CCC(=C2c3ccccc3CC(=O)c3sccc32)CC1 (configuration not stated)
 : 15	-1
Cc1nnc(SCC(=O)Nc2nsc(-c3ccc(Cl)cc3)n2)s1
 : 44	-11

New compounds follow
Every second line gives: TAG inh DAPI viability	TAG inh
COc1ccc(N2C(=O)CC(c3ccc(OC(C)C)cc3)C2=O)cc1 (configuration not stated)
 : -5	4
COc1ccc(CCNC(=O)Cc2c(Cl)cccc2Cl)cc1
 : -2	-11
O=C(CSc1nc2ccccc2s1)N1c2ccccc2Sc2ccc(C(F)(F)F)cc21
 : -1	-39
C/C=C/C=C\C(=O)Nc1cccc(C2=NOC3(C2)C[C@@H](C(N)=O)N(C(=O)c2cc([N+](=O)[O-])cc([N+](=O)[O-])c2C)C3)c1 (some centres not stated)
 : -12	-1
O=C(O)C(CCc1ccccn1)c1ccccc1 (configuration not stated)
 : -6	-3
COc1cc(CCNc2ccc3nnc(-c4ccccc4)n3n2)cc(OC)c1OC
 : 1	15
CS(=O)(=O)c1ccc(C(=O)Nc2nc(-c3ccco3)c(-c3ccco3)s2)cc1
 : 9	-13
CN(c1ccc(OCC(=O)N2CCOCC2)cc1)S(=O)(=O)c1ccc(Cl)cc1
 : 7	-7
O=C(/C=C/c1ccco1)NC(=S)Nc1cccc(-c2nc3ccccc3s2)c1
 : 1	-14
CCNC(=O)c1cccc(NC(=O)c2cc(C3CC3)nc3c2cnn3C(C)C)c1
 : -1	13
Cn1c2ccccc2c2c(C(=O)NCC3CCCO3)cn(C3CCCC3)c(=O)c21 (configuration not stated)
 : 2	-3
C=C(C)[C@@H]1CC=C(CN2CCC(CCOC)(C(=O)OCC)CC2)CC1
 : 17	-15
COc1ccc(Cl)cc1-c1cc(C(=O)NCc2ccc(F)cc2)[nH]n1
 : -1	-3
O=C(NCc1cccs1)c1ccc(S(=O)(=O)N2CCCCC2)cc1
 : -7	-6
CC(=O)c1ccc(S(=O)(=O)N2CCN(C(=O)c3cccc(S(=O)(=O)N4CC(C)OC(C)C4)c3)CC2)cc1 (configuration not stated)
 : -6	2
COc1cccc(/C=C2\N=C3CCCCCN3C2=O)c1
 : -3	8
CC(=O)Nc1cc(-c2ccc(F)cc2)[nH]n1
 : 4	-3
Cc1cccc(NC(=S)NN2CCN(C)CC2)c1C
 : 6	-14
Cn1nnnc1SCC(=O)NCc1cccc(C(=O)O)c1
 : -6	10
COc1ccccc1NC(=O)c1ccc(-n2cccn2)nc1
 : 8	-13
CN(C)CCO/N=C(\c1ccc(Br)cc1)c1cccnc1
 : 3	12
Clc1ccc(Nc2nc3cccnc3s2)cc1
 : 1	-6
CCCCCCCC(=O)OCC(O)CO (configuration not stated)
 : -4	6
CC(=O)Nc1nc2n(n1)C(c1ccc(F)cc1)C=C(c1ccccc1)N2 (configuration not stated)
 : 14	12
CCn1c(SCC(=O)N2CCCc3ccccc32)nc2c(c1=O)SC(C)C2 (configuration not stated)
 : -1	-3
FC(F)(F)COc1nc(N2CCCCC2)nc(N2CCNCC2)n1
 : 9	4
COc1ccc(C)cc1NC(=O)c1ccc(N(C)S(C)(=O)=O)cc1
 : -7	1
